Pyk2 oligo antag: antagonists of Pyk2 self-association, primary screen, Q293 cells, FERM NanoBiT luminescence, HTS; hits give low values; AID 1347419, 2020; hit rate 0.83% among 99,000; Protein-tyrosine kinase 2-beta (Homo sapiens), Q14289; z-score (the deposit names both 25 µM and 10 µM);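 active = Z-score of -3 or lower, scaled per plate to the spread of control and sample wells; inactive = z-score above -3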;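 also: negative z-score means lost luminescence so less FERM oligomerization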
Target sequence (Q14289 whole entry, looked up): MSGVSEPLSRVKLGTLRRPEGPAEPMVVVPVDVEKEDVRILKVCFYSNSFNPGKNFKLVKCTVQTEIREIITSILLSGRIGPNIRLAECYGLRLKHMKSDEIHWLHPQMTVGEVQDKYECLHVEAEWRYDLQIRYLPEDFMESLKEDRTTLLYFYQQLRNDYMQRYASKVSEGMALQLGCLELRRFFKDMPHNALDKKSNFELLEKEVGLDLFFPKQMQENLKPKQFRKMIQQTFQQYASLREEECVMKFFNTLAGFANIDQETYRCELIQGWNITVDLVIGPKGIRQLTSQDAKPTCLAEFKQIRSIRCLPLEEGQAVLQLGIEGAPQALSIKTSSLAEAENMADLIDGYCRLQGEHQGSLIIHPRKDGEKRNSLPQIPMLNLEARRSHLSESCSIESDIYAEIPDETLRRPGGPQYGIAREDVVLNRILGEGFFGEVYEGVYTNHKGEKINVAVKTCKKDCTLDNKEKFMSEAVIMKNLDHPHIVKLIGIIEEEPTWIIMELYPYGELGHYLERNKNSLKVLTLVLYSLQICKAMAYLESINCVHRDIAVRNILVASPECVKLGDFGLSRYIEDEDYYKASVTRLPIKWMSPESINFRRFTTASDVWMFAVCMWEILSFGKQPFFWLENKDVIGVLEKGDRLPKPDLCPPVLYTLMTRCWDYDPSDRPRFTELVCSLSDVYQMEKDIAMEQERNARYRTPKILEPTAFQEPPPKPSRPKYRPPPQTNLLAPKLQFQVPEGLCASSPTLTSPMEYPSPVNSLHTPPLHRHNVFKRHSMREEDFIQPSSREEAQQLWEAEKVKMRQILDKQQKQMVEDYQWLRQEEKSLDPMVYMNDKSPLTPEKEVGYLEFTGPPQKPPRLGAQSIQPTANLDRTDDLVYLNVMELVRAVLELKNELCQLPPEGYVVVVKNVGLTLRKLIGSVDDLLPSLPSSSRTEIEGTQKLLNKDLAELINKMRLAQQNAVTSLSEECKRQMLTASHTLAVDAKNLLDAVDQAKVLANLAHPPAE
* marks the source's active call; other numbers are inactive results. Some of the compounds tested; count on the stated rates, not on these rows.

Preview (3 entries):
SMILES | Pyk2 oligo antag
COCCCNC(=O)c1ccc2c(c1)ncn2-c1ccccc1OC | -0.84
CCOCCCNC(=S)Nc1ccc2nc(N3CCCC3)cc(C)c2c1 | 1.3
CCOC(=O)c1sc(Nc2nc3c(OC)cccc3s2)nc1C | -1.5

Main list, from the first entry:
SMILES | Pyk2 oligo antag
COCCCNC(=O)c1ccc2c(c1)ncn2-c1ccccc1OC | -0.84
CCOCCCNC(=S)Nc1ccc2nc(N3CCCC3)cc(C)c2c1 | 1.3
CCOC(=O)c1sc(Nc2nc3c(OC)cccc3s2)nc1C | -1.5
COc1ccc(C(C[N+](=O)[O-])C2(c3ccc(OC)c(OC)c3)C(=O)c3ccccc3C2=O)cc1 (stereo not given) | -1.8
Cc1cc2cc(CCNC(=O)c3ccc(C)c([N+](=O)[O-])c3)c(=O)[nH]c2cc1C | -0.75
Nc1nc(SCC(=O)Nc2ccc(Oc3ccccc3)cc2)n[nH]1 | -0.95
Cc1ccccc1/C=N/NC(=O)Cn1nnc(N)n1 | 0.83
COC(=O)N/N=C/c1cc(C)n(-c2cccc3ccccc23)c1C | -0.51
Cc1[nH]c2ccccc2c1C(=O)CSC(=S)N(C)C | -0.75
O=C(CC1(O)C(=O)Nc2cc(Cl)cc(Cl)c21)c1ccccc1O (stereo not given) | -0.9
Cc1onc(-c2ccccc2Cl)c1C(=O)NC(=S)Nc1ccccc1C(N)=O | 0.57
COc1ccc2c(c1OC)C(=O)OC2Nc1nc(-c2cc3ccccc3oc2=O)cs1 (stereo not given) | 0.94
Cc1cccc(NC(=O)CSc2nnc(CNC(=O)c3ccc(S(=O)(=O)N(C)C)cc3)n2-c2cccc(C)c2)c1 | -0.85
COc1ccc(CCn2c(-c3cccc([N+](=O)[O-])c3)nc3nc4ccccc4nc32)cc1OC | 0.23
CCC(=O)Nc1ccc(/C(C)=N/NC(=O)c2c(Br)c(C)nn2C)cc1 | -0.09
Cc1cc(C)c(NC(=O)c2cnn(C)c2)c(C)c1 | 0.91
Cc1ccc(NC(=O)CSC2=C(C#N)C(c3ccc4c(c3)OCO4)CC(=O)N2)cc1C (stereo not given) | -1.5
O=C(Nc1ccccc1[N+](=O)[O-])c1cccnc1Cl | 2
Cc1ccc(C2(C)NC(=O)N(CC(=O)Nc3c(C)n(C)n(-c4ccccc4)c3=O)C2=O)cc1 (stereo not given) | 1
COc1cc(/C=N/N2C(=O)c3ccccc3C2=O)ccc1O | 0.22
COCCNC(=O)C1CCCN(c2nn3c(=O)cc(C)nc3s2)C1 (stereo not given) | 0.13
O=C(N/N=C/c1cn(CCOc2ccccc2)c2ccccc12)c1ccncc1 | 0.12
CCc1ccc(C(=O)NCc2ccc(Cl)cc2)cc1 | -1.2
CCOC(=O)N1CCC(NC(=O)C(NS(=O)(=O)c2ccc3c(c2)CCN3C(C)=O)C(C)C)CC1 (stereo not given) | 1
O=C(NNS(=O)(=O)c1ccc(F)cc1)c1ccc(S(=O)(=O)N2CCCCC2)cc1 | 0.46
COc1cccc(C2CC(c3cccc(NS(C)(=O)=O)c3)=NN2C(=O)c2ccccc2)c1OC (stereo not given) | -1.4
O=C(Nc1cn(-c2ccccc2)nc1-c1ccc(F)cc1)c1ccccc1 | -1.9
CCN1C(=O)C2(SC(NC(C)=O)=NN2C(C)=O)c2cc(C)cc(C)c21 (stereo not given) | 2.3
CC(C(=O)Nc1cccc([N+](=O)[O-])c1)N1CCN(C/C=C/c2ccccc2)CC1 (stereo not given) | 1.2
COC(=O)c1ccc(N/C(=N/S(=O)(=O)c2ccccc2)c2ccccc2)cc1 | -0.94
CCC(CC)C1=NN2C(=N)/C(=C\c3cc(C)n(-c4cccc(C)c4)c3C)C(=O)N=C2S1 | 0.11
CC(C)NS(=O)(=O)c1ccc(NC(=S)NC(=O)c2cccc([N+](=O)[O-])c2)cc1 | 0.39
O=C(NCCN1C(=O)S/C(=C\c2ccccc2F)C1=O)C1CCN(S(=O)(=O)c2cccs2)CC1 | -0.01
CC(=O)c1ccc2c(c1)Nc1ccccc1S2 | 0.33
Cc1c(Cl)cccc1NC(=S)N(CCCN1CCOCC1)Cc1cccs1 | -0.09
CC1(c2cccc([N+](=O)[O-])c2)CC(C)(C)N(C(=O)c2ccccc2)c2ccccc21 (stereo not given) | -0.67

An excerpt from above in order of their number in Pyk2 oligo antag, high to low.
SMILES | Pyk2 oligo antag
CCN1C(=O)C2(SC(NC(C)=O)=NN2C(C)=O)c2cc(C)cc(C)c21 (stereo not given) | 2.3
O=C(NCCN1C(=O)S/C(=C\c2ccccc2F)C1=O)C1CCN(S(=O)(=O)c2cccs2)CC1 | -0.01
CC1(c2cccc([N+](=O)[O-])c2)CC(C)(C)N(C(=O)c2ccccc2)c2ccccc21 (stereo not given) | -0.67
COC(=O)c1ccc(N/C(=N/S(=O)(=O)c2ccccc2)c2ccccc2)cc1 | -0.94
COc1cccc(C2CC(c3cccc(NS(C)(=O)=O)c3)=NN2C(=O)c2ccccc2)c1OC (stereo not given) | -1.4

Remaining list, next part
SMILES | Pyk2 oligo antag
COc1ccc(Nc2nc(NCc3ccco3)nc(N/N=C/c3ccccc3F)n2)cc1 | -2.2
COC(=O)N/N=C/c1cc(Cl)cc(Cl)c1OCc1ccc(F)cc1 | -0.99
Cn1c(=O)[nH]c(=O)c2c1nc(N(CCO)Cc1ccccc1)n2Cc1ccccc1Cl | -0.57
Cc1ccccc1NC(=S)N(C)Cc1cn(C)c2ccccc12 | 0.09
Cc1c[n+]([O-])n(-c2ccc(C(=O)O)cc2)n1 | 0.84
N#Cc1ccccc1NC(=O)c1ccc2c(Cl)c3c(nc2c1)CCCC3 | -0.4
Cc1ccc(-c2cc3cccc[n+]3cc2-c2ccc(C)cc2)cc1 | -1.3
COC(=O)N/N=C/c1cn(CC(C)COc2ccccc2)c2ccccc12 (stereo not given) | -0.26
NC(=O)C(=O)NN=C1CCC(c2ccccc2)CC1 (stereo not given) | 0.8
CCOc1ccc(NC(=O)CC2C(=O)N(c3ccccc3)C(=O)N2CCc2cccs2)cc1 (stereo not given) | -1
CCCCn1c(=O)nc2n(-c3ccccc3C)c3ccccc3cc-2c1=O | 0.09
Cc1cccc(C)c1NC(=O)c1cccc2c1-c1ccccc1C2=O | 0.7
CCC(C(=O)NC(C)CCc1ccccc1)n1nc(C)n2c(cc3occc32)c1=O (stereo not given) | 0.3
CC(=O)N/N=C/c1ccc(OCCOc2ccc(Br)cc2)cc1 | 1.7
COc1ccc(Nc2ccc(S(=O)(=O)N3CCCCCC3)cc2[N+](=O)[O-])cc1 | -0.66
Clc1nc(Cl)nc(N(c2ccccc2)c2ccccc2)n1 | 1.1
O=C(O)c1cn(Cc2ccccc2)c2ccccc2c1=O | 0.32
Fc1ccc(COc2ccccc2CNCc2ccncc2)cc1 | -0.46
C/C(=N\Nc1ccc([N+](=O)[O-])cc1[N+](=O)[O-])C(C)(C)C(C(=O)O)C(=O)O | 0.18
CSc1cccc(NC(=O)/C=C/c2cccc(Cl)c2)c1 | -0.26
Cc1ccc2nc(SC(C)C(=O)Nc3cccc([N+](=O)[O-])c3)[nH]c2c1 (stereo not given) | -1.3
COc1cccc(/C=N/NC(=O)c2ccc(=O)n(C)c2)c1OC | 1.1
O=C(O)c1ccc(/C=N/N2CCN(Cc3ccccc3)CC2)cc1 | -0.23
O=C(Nc1ccc(N2CCOCC2)cc1)c1cc(F)c(F)cc1Cl | -0.59
CC(C)CN(C(=O)CN1CCN(S(=O)(=O)c2ccccc2)CC1)c1c(N)n(CC(C)C)c(=O)[nH]c1=O | 0.05
COc1ccc(/C(C)=N/OCC(=O)Nc2nc3ccccc3s2)cc1OC | -0.56
CCn1cc(C(=O)N2CCc3ccccc32)c(=O)c2cc(S(=O)(=O)N3CCCC3)ccc21 | -0.03
Cn1c(N)c(C(=O)COC(=O)c2ccc(Cl)c(S(=O)(=O)N3CCCCC3)c2)c(=O)n(C)c1=O | 0.27
Cc1ccc(S(=O)(=O)NNC(=O)c2sc(=S)n(C)c2C)cc1 | -0.31
COCc1cc(=O)[nH]c(=S)[nH]1 | 0.19
N/C(=N\OC(=O)Cc1cccs1)c1ccc([N+](=O)[O-])cc1 | 0.37
Cc1c(C#N)c(N)nc2c3c(sc12)NC(=O)CC3c1ccc(F)cc1 (stereo not given) | -0.43
O=C(/C(=N\O)n1cncn1)c1ccc(Br)cc1Br | -0.05
COc1ccc(C(=O)NC(=S)NCC2CCCO2)cc1 (stereo not given) | -0.13
O=C1/C(=C/c2cccnc2)SC(=S)N1C1CCS(=O)(=O)C1 (stereo not given) | 0.19
CCC(CC)NC(=O)COC(=O)c1cc(Br)ccc1Cl | 1.3

Structures from the list above that contain a furan ring, fused or not (two):
SMILES | Pyk2 oligo antag
COc1ccc(Nc2nc(NCc3ccco3)nc(N/N=C/c3ccccc3F)n2)cc1 | -2.2
CCC(C(=O)NC(C)CCc1ccccc1)n1nc(C)n2c(cc3occc32)c1=O (stereo not given) | 0.3

Additional records follow:
SMILES | Pyk2 oligo antag
Clc1cccc(N/N=C/c2ccncc2)c1 | -0.36
COc1ccc(C(C)(C)C)cc1NC(=O)COC(=O)c1ncc(Cl)c(Cl)c1Cl | 0.16
CCOC(=O)N/N=C/c1cn(Cc2ccc(Cl)cc2)c2ccccc12 | -0.2
COc1ccc(CCNC(=O)C2CCN(S(=O)(=O)N3CCC4(CC3)OCCO4)CC2)cc1OC | 1.1
Cc1cccc(-n2c(SCC(N)=O)nc3c(c2=O)C2(CCCCC2)Cc2ccccc2-3)c1 | 1.3
Cc1ccccc1OCCCCCNCCO | 0.06
COc1ccc2c(c1OC)C(=O)N1N=C(c3ccc(Br)cc3)CC21 (stereo not given) | -0.62
CSCCC(NS(=O)(=O)c1ccccc1F)C(=O)OCc1ccccc1Cl (stereo not given) | 0.24
O=C(NC1CCCc2ccccc21)C1CCN(S(=O)(=O)c2cccc(C(F)(F)F)c2)CC1 (stereo not given) | 0.93
COc1ccc(S(=O)(=O)NN(C)C)cc1N(C)S(=O)(=O)c1ccc(Cl)cc1 | 1.4
O=[N+]([O-])c1c(NCCO)cc(N2CCC3(CC2)OCCO3)c2nonc12 | -1.1
O=C(COCC(=O)N/N=C/c1ccccc1F)N/N=C/c1ccccc1F | -0.33
COc1ccc(NC(=O)c2ccccc2NS(=O)(=O)c2ccc(C)cc2)c([N+](=O)[O-])c1 | -2.3
Cc1ccc2nc(N(CCCN(C)C)C(=O)c3sc4ccccc4c3Cl)sc2c1 | -0.14
O=C1C(=O)N(Cc2ccco2)C(c2cccc(Cl)c2)/C1=C(\O)c1ccc2c(c1)OCCO2 (stereo not given) | -0.17
COc1ccc(OC)c(C2C(C#N)=C(N)Oc3cc(N)ccc32)c1 (stereo not given) | -2.3
CCOc1cc(/C=N/N=C(N)N)ccc1OCc1ccc(Cl)cc1 | 0.52
COc1ccc(NS(=O)(=O)c2ccc(NC(=O)c3ccc(N(C)S(C)(=O)=O)cc3)cc2)c(OC)c1 | 0.42
COc1ccc(NC(=O)C(OC(=O)c2ccc([N+](=O)[O-])o2)c2ccccc2)cc1Cl (stereo not given) | -0.19
O=C(Cc1ccc2c(c1)OCCO2)N1CCN(S(=O)(=O)c2ccccc2C(F)(F)F)CC1 | -0.42
Cc1ccn2c(Nc3ccccc3C)c(-c3ccncc3)nc2c1 | -1.1
Cc1ccc(NC(=O)CCn2cnc3ccccc3c2=O)cc1Cl | 1.8
C=CCn1c(COc2ccc(F)cc2)nnc1SCC(=O)c1c[nH]c2c(CC)cccc12 | 0.38
CC(C)NCCOCCOc1ccc(Cl)cc1Br | 0.06

A second format for part of the listing above.
Pyk2 oligo antag | molecule
0.42 | COc1ccc(NS(=O)(=O)c2ccc(NC(=O)c3ccc(N(C)S(C)(=O)=O)cc3)cc2)c(OC)c1
-0.19 | COc1ccc(NC(=O)C(OC(=O)c2ccc([N+](=O)[O-])o2)c2ccccc2)cc1Cl (stereo not given)
-0.42 | O=C(Cc1ccc2c(c1)OCCO2)N1CCN(S(=O)(=O)c2ccccc2C(F)(F)F)CC1
-1.1 | Cc1ccn2c(Nc3ccccc3C)c(-c3ccncc3)nc2c1

Further results follow:
SMILES | Pyk2 oligo antag
CCc1nn(C(C)C(=O)NC(C)CCc2ccco2)c(=O)c2cc3occc3n12 (stereo not given) | 0.44
Cc1cccc(C)c1NC(=O)C(c1ccc([N+](=O)[O-])cc1)N(C)C(=O)c1ccccn1 (stereo not given) | 0.07
CC(/C=C/C=C/c1ccccc1)=N/NC(=O)CNc1ccccc1C | -0.09
Cc1cc(C)n(C(=O)CNC(=O)C2COc3ccccc3O2)n1 (stereo not given) | -0.25
CN1C(=O)CC(C(=O)O)SC1=Nc1cc(Cl)cc(Cl)c1 (stereo not given) | 0.34
COc1ccc(-c2cc(C(F)(F)F)nc(SCC(=O)Nc3ccc4c(c3)OCO4)n2)cc1OC | -0.25
Cc1cc(C)cc(N2C(=O)CN(Cc3sccc3C)C2=S)c1 | -1
O=C(CSc1cc(Cl)ccc1Cl)NCC(=O)Nc1ccc(F)c(F)c1F | 0.53
Cc1ccc(C)c(/C=C/C(=O)c2ccccc(=O)c2O)c1 | -0.15
COCCNC(=O)c1ccccc1NC(=O)c1ccccc1N(C)S(C)(=O)=O | 0.02
COc1cc2[nH]c(=O)n(CCCCCC(=O)NCCCN3CCOCC3)c(=O)c2cc1OC | 0.71
COc1ccc(C2=NN(C(C#N)c3ccc(OC)cc3)C(c3ccccc3)C2)cc1 (stereo not given) | -0.08
Cc1ccc(Nc2nnc(SCC(=O)c3cc4ccccc4o3)s2)cc1C | -0.02
CC1CCN(C(=S)c2ccc([N+](=O)[O-])cc2)CC1 | 0.69
COc1ccc(C(=O)NNC(=O)c2ccncc2)cc1 | -0.51
CCNC(=S)NS(=O)(=O)c1ccc(C)cc1 | 0.02
Cc1ccc(OCCCCN2CCCCC2)c(Br)c1 | 0.79
O=C(NCc1ccc(Cl)cc1)c1ccccc1CCc1ccccc1 | -1.2
O=S(=O)(Cc1ccccc1)Nn1cnnc1 | 0.62
CN(C(=O)COc1ccccc1C(=O)NCCc1ccccc1)c1ccccc1 | 0.11
N=C(N)SCc1nc2ccccn2c1Br | 0.01
N#Cc1cn(OCc2ccccc2)c(=O)[nH]c1=O | 1.1

Source: PubChem
